Source: PubChem BioAssay
HDAC3 inh: human HDAC3 inhibition; O15379; recombinant HDAC3, fluorogenic peptide/trypsin coupled, fluorescence; inhibition, % at 8.3 µM; actives 0.15% (n = 320,000); AID 2718; in the data active = inhibition above about 26%, passing the limit was not always enough; inconclusive = no clear call, values can overlap the other calls
MrgX1 antagonist: human MrgX1 receptor antagonism, primary screen; MRGX1-HEK293 calcium flux, Fluo-4, BAM8-22 antagonism; active compounds read low; actives 1.3% (n = 310,000); B-score at 10 µM; Q96LB2;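 active = calcium-response B-score plate-corrected more than 3 library SD below zero, starting fluorescence within 5 deviations, no agonist response on first addition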;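 note: peak minus trough fluorescence over baseline after final BAM8-22 challenge near maximal dose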
TRPC6 inh: inhibitors of mouse TRPC6 channel; Q61143; B-score at 10 µM; AID 2553; HEK293-TRPC6, membrane potential dye, ACh-evoked depolarization; active compounds read low; actives 1.1% (n = 310,000);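 active = B-score under library mean minus 3 SD, initial fluorescence not abnormally high, positive integrated signal ratio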;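 note: B-score derived from integrated fluorescence ratio over the kinetic read; more negative B-score means stronger inhibition of depolarization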
Target sequence (Q61143 whole entry, looked up): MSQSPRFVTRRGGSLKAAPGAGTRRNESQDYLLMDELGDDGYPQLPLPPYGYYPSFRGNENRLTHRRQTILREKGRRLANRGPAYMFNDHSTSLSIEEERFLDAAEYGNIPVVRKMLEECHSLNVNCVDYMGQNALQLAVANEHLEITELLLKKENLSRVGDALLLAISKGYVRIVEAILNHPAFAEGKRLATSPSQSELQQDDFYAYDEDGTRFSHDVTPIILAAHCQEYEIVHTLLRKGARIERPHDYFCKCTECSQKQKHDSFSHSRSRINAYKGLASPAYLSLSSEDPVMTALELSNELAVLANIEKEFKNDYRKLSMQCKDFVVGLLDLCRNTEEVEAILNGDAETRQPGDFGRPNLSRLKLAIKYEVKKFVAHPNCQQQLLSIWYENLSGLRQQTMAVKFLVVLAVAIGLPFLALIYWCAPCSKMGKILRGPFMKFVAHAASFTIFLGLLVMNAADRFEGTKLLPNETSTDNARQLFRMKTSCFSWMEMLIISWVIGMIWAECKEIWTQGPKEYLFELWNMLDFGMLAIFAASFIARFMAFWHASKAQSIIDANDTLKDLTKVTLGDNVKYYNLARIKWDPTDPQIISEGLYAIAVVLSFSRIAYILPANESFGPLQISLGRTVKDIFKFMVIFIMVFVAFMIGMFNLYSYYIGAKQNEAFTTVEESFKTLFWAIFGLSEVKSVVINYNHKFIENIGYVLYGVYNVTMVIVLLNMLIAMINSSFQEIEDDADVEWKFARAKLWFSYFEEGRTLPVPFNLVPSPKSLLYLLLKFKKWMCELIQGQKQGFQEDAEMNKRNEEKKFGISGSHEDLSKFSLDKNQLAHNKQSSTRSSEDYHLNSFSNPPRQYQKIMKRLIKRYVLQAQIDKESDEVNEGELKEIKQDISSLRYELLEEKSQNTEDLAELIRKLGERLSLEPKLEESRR
TRPC6 act: activates the mouse TRPC6 cation channel | Q61143 | HEK293-TRPC6 membrane potential dye fluorescence; active compounds read high | B-score at 10 µM | actives 0.13% (n = 310,000);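 active = B-score of the integrated fluorescence ratio above library mean plus 3 SD, and starting fluorescence ratio within library mean plus 5 SD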;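 note: higher score means more depolarization so channel activation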
TMEM16A inh: blocks the mouse calcium-activated chloride channel TMEM16A | Q8BHY3 | HEK293 TMEM16A/YFP iodide influx fluorescence, ionomycin | normalized B-score (activity score, 25-100; higher = stronger inhibition) at 10 µM | actives 1.2% (n = 310,000);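 active = ratio plate-corrected score three or more library SD toward inhibition, starting fluorescence score within five deviations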;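 note: score derived from kinetic fluorescence span divided by baseline fluorescence per well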
SKKanGAS inh: SKKanGAS growth inhibition. S. pyogenes SKKanGAS, kanamycin growth, BacTiter-Glo, 6 h. AID 1662. inhibition, % at 7.5 µM. actives 1.3% (n = 300,000);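 active = mean replicate score, as percent of positive control median, at least 50; inconclusive = mean below 50 but one replicate at or above 50; inactive = mean and every replicate below 50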;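 note: strain carries kanamycin resistance gene driven by streptokinase promoter and grows in 40 µg/ml kanamycin; loss of luminescence reflects streptokinase promoter inhibition or plain growth inhibition; 0% = median of DMSO wells and 100% = positive control at its reference dose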
MrgX1 PAM: allosterically activates human MrgX1 receptor signaling | MrgX1-HEK293, Fluo-4 calcium flux, FDSS; active compounds read high | B-score at 10 µM | actives 0.63% (n = 310,000) | AID 588675;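 active = plate-corrected calcium response at least 3 library SD above typical, normal starting fluorescence, not activating the receptor alone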;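 note: compound read alongside a low EC10 to EC30 dose of BAM8-22 agonist; peak minus trough fluorescence over baseline measured at the second addition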
ANO1 activ: mouse TMEM16A channel activation, primary screen; HEK293 TMEM16A/YFP-H148Q/I152L, iodide quench fluorescence; active compounds read low; B-score at 10 µM; actives 0.3% (n = 340,000); AID 623877;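 active = fluorescence-ratio B-score plate-corrected deviation score at least 3 library SD below zero, with starting fluorescence score within 5 deviations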;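 note: channel opened by trigger with iodide after compound preincubation; score built on the fluorescence ratio of max minus min over baseline; more negative score means more quench and so TMEM16A activation or potentiation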
RGS4 pot: potentiators or activators of RGS4; actives 0.92% (n = 310,000); B-score at 10 µM; HEK293 M3R/inducible RGS4, carbachol calcium flux Fluo4; active compounds read low; AID 463111;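 active = B-score of the integrated calcium signal more than 4 SD below the library mean, with starting fluorescence not abnormally high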;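 note: negative B-score means reduced calcium response which marks RGS4 activation or potentiation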
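Assay system: Inducible-RGS4 HEK293 cells carrying M3 receptor | Schedule: Compound preincubation 20 min at room temperature before agonist | Signal: Kinetic calcium fluorescence imaging with Fluo4-AM dye, 2 µM | Read-out basis: B score from integrated fluorescence ratio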
MrgX1 ag: human MrgX1 receptor agonism, primary screen | AID 588627 | actives 0.44% (n = 310,000) | Q96LB2 | B-score at 10 µM | MrgX1-HEK293 cells, Fluo-4 calcium fluorescence, agonist mode; active compounds read high;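 active = calcium response B-score plate-corrected fluorescence ratio at least 3 library SD, with starting fluorescence B-score inside 5 SD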
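Material: MrgX1-expressing HEK293 cells; input: 15,000 cells per well; doses: test compound given as first of three sequential additions; schedule: overnight plating before 1 h dye loading; technique: Fluo-4 NW calcium-flux fluorescence, kinetic read; evaluation: baseline-normalised fluorescence change ratio, B-scored; control set: plate-wise positive and negative controls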
RGS4 inh: human RGS4 inhibition; HEK293 M3R/RGS4 inducible, Fluo-4 calcium flux; active compounds read high; triggered by carbachol at its EC20; B-score at 10 µM; actives 0.45% (n = 310,000);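 active = B-score, a plate-corrected calcium signal, over three deviations above library mean, with baseline fluorescence within five deviations of library mean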;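 note: RGS4 expression induced by doxycycline in cells with stable M3 receptor; B-score is computed from the integrated fluorescence ratio over baseline after carbachol; higher B-score means a larger calcium signal and so more RGS4 inhibition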
* hit, by the source's call; i = inactive; ? = inconclusive; / = no result given. Not all compounds are listed (hit frequency here may not be typical).

SMILES | HDAC3 inh | MrgX1 antagonist | TRPC6 inh | TRPC6 act | TMEM16A inh | SKKanGAS inh | MrgX1 PAM | ANO1 activ | RGS4 pot | MrgX1 ag | RGS4 inh
COc1ccc(CN2C(=O)CC(=O)NC2=O)cc1 | -4.4 | i | i | i | i | -13.0 | i | i | i | i | i
CCOC(=O)c1nc2ccccc2c(=O)n1-c1ccc(C)cc1 | 8.4 | i | i | i | i | -12.4 | i | i | i | i | i
CCOc1ccc(-n2c(O)c(C=NCCCn3ccnc3)c(=O)[nH]c2=O)cc1 | 2.8 | i | i | i | i | -8.5 | i | i | i | i | i
O=C(NCc1cccnc1)Nc1ccc([N+](=O)[O-])cc1 | 0.6 | i | i | i | i | -7.6 | i | i | i | i | i
COc1ccc(Cl)cc1N=Cc1c(O)n(C)c(=O)n(C)c1=O | 6.5 | i | i | i | i | 1.0 | i | i | i | i | i
Fc1ccc(C2=CCN(C(c3cccs3)c3nnnn3CCc3ccccc3)CC2)cc1 (centres undefined) | 4.9 | i | i | i | i | 7.4 | i | i | i | i | i
Cn1cccc1CNCCc1ccccc1 | -0.9 | i | i | i | i | 0.4 | i | / | i | i | i
Cc1cc(C)nc(/N=C(\N)c2c(O)[nH]c(=O)[nH]c2=O)n1 | 4.5 | i | i | i | i | -3.7 | i | i | i | i | i
CC(=O)Nc1cc([As](=O)(O)O)ccc1O | 1.1 | i | i | i | i | 0.5 | i | i | i | i | i
CCCCn1c(C)c(C(=O)O)c2cc(OC)ccc21 | -1.1 | i | i | i | i | -0.9 | i | i | i | i | i
O=C1CC2OCC=C3CN4CCC56c7cc([N+](=O)[O-])ccc7N1C5C2C3CC46 (centres undefined) | -0.6 | i | i | i | i | -6.0 | i | i | i | i | i
Oc1cc2c(cc1CN1CCN(c3ccc(F)cc3)CC1)OCO2 | 3.5 | i | i | i | i | -9.7 | i | i | i | i | i
Cc1ccc(OCC(=O)N2CCN(Cc3ccc4c(c3)OCO4)CC2)cc1 | 2.7 | i | i | i | i | -23.6 | i | i | i | i | i
CC(C)[C@]12O[C@H]1[C@@H]1O[C@]13[C@]1(O[C@H]1C[C@H]1C4=C(CC[C@@]13C)C(=O)OC4)[C@@H]2O | ? | i | i | i | i | -4.9 | i | / | i | i | i
Cc1nn(CC(=O)N2CCC3(CC2)OCCO3)c(=O)c2cc3ccccc3n12 | -1.9 | i | i | i | i | -3.7 | i | i | i | i | i
Clc1ccccc1CNC1CN2CCC1CC2 (centres undefined) | 1.2 | i | i | i | i | 1.2 | i | i | i | i | i
O=C(CN1CCOCC1)NCC(=O)Nc1ccc(Br)cc1C(=O)c1ccccc1 | -9.5 | i | i | i | i | -3.3 | i | i | i | i | i
CC1=CC(=C2C(=O)NC(=O)NC2=O)C=C(C(F)(F)F)N1Cc1ccccc1 | -1.2 | i | i | i | i | 3.2 | i | i | i | i | i
Cc1cc(C)c(-n2c(O)c(/C=N/NC(=O)c3ccncc3)c(=O)[nH]c2=O)c(C)c1 | 8.7 | i | i | i | i | 6.2 | i | i | i | i | i
C=CCn1c(O)c(N=Nc2c(C)n(C)n(-c3ccccc3)c2=O)c(=O)[nH]c1=S | 10.3 | i | i | i | i | 5.6 | i | i | i | i | i
CC(=O)CC(c1ccccc1[N+](=O)[O-])c1c(O)c2ccccc2oc1=O (centres undefined) | 3.6 | i | i | i | i | 2.9 | i | i | i | i | i
Cn1c(=O)[nH]c2nncnc2c1=O | -0.4 | i | i | i | i | -3.7 | i | i | i | i | i
CCCCn1c(O)c(C(C)=NC(C)c2ccccc2)c(=O)[nH]c1=O (centres undefined) | 11.6 | i | i | i | i | -1.3 | i | i | i | i | i
COc1ccccc1-n1c(-c2ccccc2Br)nc2ccccc2c1=O | -2.4 | i | i | i | i | 0.2 | i | i | i | i | i
COC(=O)[C@@H]1C[C@@]1(C)[C@@H](NP(=O)(c1ccccc1)c1ccccc1)c1ccccc1 | 1.2 | i | i | i | i | 11.8 | i | i | i | i | i
C=CCn1c(O)c(C(CC)=Nc2ccc(C(=O)O)cc2)c(=O)[nH]c1=O | -2.8 | i | i | i | i | -1.7 | i | i | i | i | i
COc1cccc(NC(=O)[C@@H](NC(=O)N2C[C@H]3C[C@@H](C2)c2cccc(=O)n2C3)C(C)C)c1 | 2.6 | i | i | i | i | 4.3 | i | i | i | i | i
CCCCCn1cc(C(=O)C(=O)N2CCOCC2)c2ccccc21 | 8.6 | i | i | i | i | -11.1 | i | i | i | i | i
C=C(C=O)CC1CC(O)[C@]2(C)OC3CC4OC5C[C@]6(C)O[C@]7(C)CCC8OC9C[C@]%10(C)OC%11C(C)=CC(=O)OC%11CC%10OC9C[C@@H](C)C8OC7CC6O[C@]5(C)CC5OC5C4OC3CC2O1 (some centres undefined) | 0.5 | -5.41* | i | i | i | 25.9 | i | -7.97* | i | i | i
CCOC(=O)C1C(=O)NC23CCCC2C1c1ccccc1O3 (centres undefined) | -0.3 | i | i | i | i | -1.2 | i | i | i | i | i
C(=N\NC1=NCCCCC1)/c1c[nH]c2ccccc12 | 2.6 | i | i | i | i | -2.2 | i | i | i | i | i
CCC1CO/C(=C(\C(Cl)=C(Cl)Cl)[N+](=O)[O-])N1Cc1ccc(Cl)nc1 (centres undefined) | -2.9 | i | i | i | i | -4.8 | i | i | i | i | i
CC(NCc1ccc(Cl)cc1)C(O)c1ccccc1 (centres undefined) | 0.5 | i | i | i | i | 3.3 | i | i | i | i | i
CCC(C)n1c(O)c(/C=N/NC(=O)c2ccncc2)c(=O)[nH]c1=S (centres undefined) | 2.8 | i | i | i | i | 91.0* | i | i | i | i | i
C=CCc1cc(C=C2C(=O)NC(=O)NC2=O)cc(OC)c1OCc1ccc(C(=O)O)cc1 | -1.0 | i | i | i | i | 21.8 | i | i | i | i | i
O=C(CN1CCOCC1)c1ccc(Br)cc1 | -2.6 | i | i | i | i | -2.3 | i | i | i | i | i
CCCNC(=O)N1[C@H]2CC[C@@H]1C(C(=O)OC)=C(c1cc3ccccc3o1)C2 | -3.3 | i | i | i | i | -0.4 | i | i | i | i | i
CNS(=O)(=O)c1ccc(N=Cc2c(O)n(-c3cccc(C)c3)c(=O)[nH]c2=O)cc1 | 0.9 | i | i | i | i | 1.0 | i | i | i | i | i
Cc1cc(S(N)(=O)=O)ccc1N=Cc1c(O)n(-c2ccccc2)c(=O)[nH]c1=O | -6.3 | i | i | i | i | 5.5 | i | i | i | i | i
COc1ccc(N=Cc2c(O)n(-c3ccc(C)cc3)c(=O)[nH]c2=O)cc1 | -2.6 | i | i | i | i | 4.1 | i | i | i | i | i
CCc1c(C)nc(N)nc1N1N=C1SCCOc1ccccc1 | -1.1 | i | i | i | i | -2.6 | i | i | i | i | i
O=C1NC(=O)C2(Cc3ccccc3N3CCCC32)C(=O)N1Cc1ccccc1 (centres undefined) | 2.6 | i | i | i | i | 14.8 | i | i | i | i | i
CC(=O)c1c(O)n(C)c(=S)n(-c2ccccc2)c1=O | 7.7 | i | i | i | i | 6.1 | i | i | i | i | i
Cc1ccc(S(=O)(=O)Cc2ccc(C(=O)N3CCC4(CC3)OCCO4)o2)cc1 | -10.7 | i | i | i | i | -8.3 | i | i | i | i | i
COc1ccc(CCN(C)Cc2c(F)cccc2F)cc1OC | 8.3 | i | i | i | i | -16.1 | i | i | i | i | i
CCOC(=O)N(CC)c1ccc(C(O)(C(=O)OCC)C(F)(F)F)cc1 (centres undefined) | 12.0 | i | i | i | i | 6.5 | i | i | i | i | i
O=C(c1ccc(F)cc1Cl)N1CCC2(CC1)OCCO2 | 0.3 | i | i | i | i | 0.7 | i | i | i | i | i
COc1cccc(N(C(C)=O)C2=NCCCS2)c1 | 5.9 | i | i | i | i | -2.3 | i | i | i | i | i
CCOC(=O)C1(c2ccccc2)CCN(Cc2cccc(C(=O)O)c2)CC1 | -0.3 | i | i | i | i | 8.2 | i | i | i | i | i
NCCc1ccccn1 | -2.6 | i | i | i | i | -8.4 | i | / | i | i | i
O=C1/C(=C\c2ccc3c(c2)OCO3)N2CCC1CC2 | 5.8 | i | i | i | i | -1.4 | i | i | i | i | i
CCS(=O)(=O)NC(C)c1nnc2n1-c1ccc(Br)cc1C(c1ccccc1Cl)=NC2 (centres undefined) | -1.8 | i | i | i | i | 0.0 | i | i | i | i | i
C=CCn1c(O)c(C(CC)=NC2CC2)c(=O)[nH]c1=O | 11.4 | i | i | i | i | -0.5 | i | i | i | i | i
CN1CCC(C)(O)C2CCCCC21 (centres undefined) | -1.7 | i | i | i | i | -1.4 | i | i | i | i | i
CN(CC(=O)Nc1ccccc1-c1ccccc1)C1CCCCC1 | 1.2 | i | i | i | i | 1.8 | i | i | -9.56* | i | i
C[n+]1c(-c2ccccc2)cc(-c2ccc(Cl)cc2)cc1-c1ccccc1 | -78.1 | i | i | i | i | -1.7 | i | i | i | i | i
C=CCn1c(O)c(C(C)=NCCO)c(=O)[nH]c1=O | -1.5 | i | i | i | i | 2.1 | i | i | i | i | i
C1=C(c2c[nH]c3ccccc23)CCNC1 | 1.9 | i | i | i | i | 1.2 | i | / | i | i | i
C=CCC1(CN2CCCC2=O)C(=O)NC(=O)NC1=O | 0.8 | i | i | i | i | -4.0 | i | i | i | i | i
CC1CN=C(Nc2cccc3ccccc23)S1 (centres undefined) | 3.8 | i | i | i | i | 1.5 | i | i | -8.48* | i | i
COCCNC(=O)CN1C(=O)CN=C(c2ccccc2)c2ccccc21 | / | i | i | i | i | 0.8 | i | i | i | i | i
O=C1NC(=O)C(=Cc2ccc(Oc3ccc([N+](=O)[O-])cc3)cc2)C(=O)N1 | 11.7 | i | i | i | i | 4.4 | 7.02* | i | i | i | i
CC/C(=N\NC(=O)c1ccccc1O)c1c(O)n(C2CCCCC2)c(=O)[nH]c1=O | 13.5 | i | i | i | i | 21.0 | i | i | i | i | i
